# Screening results from PubChem.
# DAX1 inh-1 – DAX1 (NR0B1) inhibitors, primary screen, cell-based, HEK293, Gal4-DAX1, luciferase luminescence; HEK293 Gal4-DAX1 luciferase reporter; Nuclear receptor subfamily 0 group B member 1 (Homo sapiens), P51843; AID 504766, 2011; inhibition, % at 6.75 µM; 0.99% of 340,000 active;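 active = inhibition above the mean over all tested compounds plus 3 SD, cut at about 4.2% in these data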;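 also: 0% = DAX1-transfected cells with DMSO and 100% = empty-vector control cells with DMSO; inhibition shows as a rise in luminescence from relieved DAX1 repression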
# Target sequence (P51843 207-470 limits assumed): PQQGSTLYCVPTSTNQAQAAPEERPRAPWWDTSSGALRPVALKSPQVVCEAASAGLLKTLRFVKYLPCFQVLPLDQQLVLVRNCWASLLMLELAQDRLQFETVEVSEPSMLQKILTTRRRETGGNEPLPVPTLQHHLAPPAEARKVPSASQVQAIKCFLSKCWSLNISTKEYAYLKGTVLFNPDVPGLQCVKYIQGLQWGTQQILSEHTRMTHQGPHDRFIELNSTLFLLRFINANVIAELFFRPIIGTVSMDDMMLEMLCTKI
# ADAM17 inh – ADAM17 inhibitors, primary screen, biochemical, QFRET. 0.83% of 370,000 active. Disintegrin and metalloproteinase domain-containing protein 17 (Homo sapiens), P78536. inhibition, % at 6.95 µM. recombinant ADAM17, EDANS/DABCYL FRET peptide cleavage. AID 720648, 2013;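 active = inhibition above the mean of compounds lying between control limits plus 3 SD, set per campaign, cut at about 8.5% in these data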;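 also: 0% = DMSO-only wells as the low control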
# FXN GAA850 act – FXN promoter activators, primary screen, cell-based, luciferase luminescence, HEK293 lucGAA850; activation, % at 6 µM; HEK293 lucGAA850 FXN promoter luciferase reporter, 24 h; percent of 10 µM SAHA response; AID 540364, 2011; 0.56% of 360,000 active;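 active = activation above the average of all compounds screened plus 3 SD, cutoff fixed separately per campaign, cut at about 7.5% in these data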;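 also: 0% = DMSO wells and 100% = 10 µM SAHA wells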
# ssDAF-12 act – S. stercoralis DAF-12 nuclear receptor activators, primary screen, cell-based, luminescence, HEK293, GRIP1 co-expression, lit1-tk-luc; activation, % at 6.8 µM; 1% of 370,000 active; HEK293 ssDAF-12/GRIP1 lit1-tk-luc reporter; % of 3 µM dafachronic acid response;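 active = activation above the mean over all tested compounds plus 3 SD, cut at about 0.9% in these data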;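 also: 0% = DMSO-only wells and 100% = 3 µM delta7-dafachronic acid wells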
# ADAM10 inh – human ADAM10 inhibitors, primary screen, biochemical, QFRET, HTS; recombinant ADAM10, EDANS/DABCYL FRET peptide cleavage, 3 h; inhibition, % at 7 µM; 0.62% of 370,000 active; AID 720582, 2013;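 active = inhibition above a per-campaign cutoff equal to the mean of compounds falling between control-based bounds plus 3 SD, cut at about 20% in these data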;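 also: 0% = DMSO wells while the 100% control is not disclosed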
# PLCg1 inh – PLC-gamma1 enzyme inhibitors, primary screen, biochemical, fluorescence, purified enzyme | 1-phosphatidylinositol 4,5-bisphosphate phosphodiesterase gamma-1 (Homo sapiens), P19174 | fluorogenic substrate | inhibition, % at 12.2 µM | 0.84% of 370,000 active; in the data active = inhibition above about 9.5%
# hcDAF12 agonist – H. contortus DAF-12 nuclear receptor activators, primary screen, cell-based, luminescence, HEK293, lit1-tk-luc reporter; activation, % at 6.8 µM; HEK293 hcDAF-12 lit1-tk-luc reporter; 0% DMSO, 100% Δ7-dafachronic acid; AID 652067, 2013; 1.4% of 370,000 active;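 active = activation above the mean of all tested compounds plus 3 SD, cut at about 5.5% in these data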;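 also: 100% = response to 3 µM Δ7-dafachronic acid high control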
# hgDAF12 agonist – H. glycines DAF-12 receptor agonists, primary screen, cell-based, luminescence, HEK293, GAL4 fusion, UAS-luciferase | Nuclear hormone receptor DAF-12 (Heterodera glycines), GAL4 fusion | HEK293 GAL4-hgDAF12 UAS-luciferase reporter, agonist luminescence; normalized to butyrate control | activation, % at 6.8 µM | 1.8% of 370,000 active;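 active = activation above a cutoff set at the mean of all screened compounds plus 3 SD, cut at about 10% in these data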;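 also: 0% = DMSO wells and 100% = sodium butyrate wells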
# DAX1 inh-2 – DAX1 (NR0B1) inhibitors on StAR promoter, primary screen, cell-based, luminescence, SF-1 (NR5A1), full-length DAX-1; HEK293T StAR-luciferase reporter, SF-1/DAX-1 repression relief; 1.1% of 370,000 active; inhibition, % at 6.8 µM; AID 652010, 2013;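 active = inhibition above the mean over all tested compounds plus 3 SD, cut at about 3.6% in these data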;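 also: 0% = DAX-1 cells with DMSO and 100% = cells lacking DAX-1 with DMSO; higher inhibition means more luminescence from relief of DAX-1 repression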
# PLCb3 inh – human PLC-beta3 inhibitors, primary screen, biochemical, fluorescence. 1-phosphatidylinositol 4,5-bisphosphate phosphodiesterase beta-3 (Homo sapiens), Q01970. Purified PLC-beta3, fluorogenic substrate. inhibition, % at 12.2 µM. 0.18% of 370,000 active. AID 720704, 2013; in the data active = inhibition above about 11%;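 also: 0% = median of compound wells on plate and 100% = full blocker control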
# sPLA2-III inh – human group III sPLA2 inhibitors, primary screen, biochemical, QFRET, BODIPY PC-A2 liposome substrate; Group 3 secretory phospholipase A2 (Homo sapiens), Q9NZ20; QFRET BODIPY PC-A2 liposome hydrolysis, fluorescence; inhibition, % at 12.2 µM; 0.56% of 370,000 active; AID 743126, 2013;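 active = inhibition above mean plus 3 SD of compounds lying within the high and low control bounds, cut at about 19% in these data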;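 also: 0% = median of test compound wells and 100% = no enzyme DMSO wells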
# Target sequence (Q9NZ20 whole entry, looked up): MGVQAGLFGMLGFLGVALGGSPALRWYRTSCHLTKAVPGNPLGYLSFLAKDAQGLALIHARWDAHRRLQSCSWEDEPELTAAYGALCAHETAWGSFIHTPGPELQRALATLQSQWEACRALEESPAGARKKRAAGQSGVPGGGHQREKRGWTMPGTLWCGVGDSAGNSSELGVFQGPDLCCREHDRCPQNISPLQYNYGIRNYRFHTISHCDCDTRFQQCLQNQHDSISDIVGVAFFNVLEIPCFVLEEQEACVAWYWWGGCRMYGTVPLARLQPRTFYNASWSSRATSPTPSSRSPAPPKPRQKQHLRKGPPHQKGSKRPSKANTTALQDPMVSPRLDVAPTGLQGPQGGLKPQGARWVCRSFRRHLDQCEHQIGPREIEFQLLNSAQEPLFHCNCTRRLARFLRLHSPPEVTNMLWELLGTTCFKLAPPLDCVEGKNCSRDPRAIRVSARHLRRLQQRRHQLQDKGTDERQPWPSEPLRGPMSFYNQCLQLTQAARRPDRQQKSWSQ
# Starred values were filed as active, the others as inactive; / = not tested or not shown.
SMILES	FXN GAA850 act	DAX1 inh-2	hgDAF12 agonist	DAX1 inh-1	ssDAF-12 act	ADAM17 inh	sPLA2-III inh	PLCb3 inh	ADAM10 inh	PLCg1 inh	hcDAF12 agonist
CCOc1ccccc1/C=N/NC(=O)CNC(=O)c1ccc(S(=O)(=O)N2CCOCC2)cc1	-0.5	-0.1	-3.2	1.2	-1.9	0.6	17.1	-2.8	0.0	-0.2	-3.0
CCOc1cccc2sc(N(CCCN(C)C)C(=O)Cc3ccccc3)nc12	-0.1	0.3	-1.1	-0.1	-1.7	-3.8	3.9	-5.1	-5.3	1.9	2.1
O=C(O)c1ccccc1NS(=O)(=O)c1cccc(-n2sc3ccccc3c2=O)c1	-1.5	-0.6	-0.6	-1.5	-0.7	-0.3	-26.5	-21.2	-0.5	-5.9	0.1
CN(c1ccccc1)S(=O)(=O)c1ccc(NC(=O)C2CC2)cc1	2.2	0.9	-3.3	0.1	-0.4	1.8	-4.2	-4.9	5.2	2.1	-2.2
CCCCC[C@@H]1CCCCC[C@@H](O)C[C@@H](O)[C@H](O)/C=C/C(=O)O1	/	-0.6	-2.9	/	-1.2	-2.5	0.0	2.6	-4.8	-1.0	0.1
CC(=O)/C=C\c1cn(-c2ncc(C(F)(F)F)cc2Cl)c2ccccc12	1.2	-1.5	2.4	-1.2	-1.6	-0.6	1.8	-27.7	0.6	-23.6	-1.9
Cc1cc2c(c(=O)n1CC1CCCO1)C(c1ccco1)C(C#N)=C(N)O2 (stereo unspecified)	-0.9	-0.1	0.5	-1.1	-0.3	-30.8	0.1	-28.1	-106.6	-22.6	-1.1
CC(=O)C[C@@H](O)CC(=O)[C@@H]1OC(=O)CCCCCCCCc2ccccc21	1.6	0.4	-1.0	0.8	-0.7	5.2	-0.4	-7.9	2.5	1.9	-1.0
CO/N=C(\Cn1ncc(N2CCOCC2)c(Br)c1=O)c1ccc(Cl)cc1	1.5	-0.1	-0.5	1.5	0.0	-0.2	-1.7	4.8	-0.1	0.3	3.9
CCOc1ccc(C(CC(=O)O)NC(=O)C23CC4CC(CC(C4)C2)C3)cc1 (stereo unspecified)	1.2	-0.1	-0.5	-0.3	-1.3	-4.4	8.2	-1.4	2.3	0.1	-1.0
COC(=O)C1=C(N)OC2=C(C(=O)CC(C)(C)C2)C1c1cc2c(cc1Cl)OCO2 (stereo unspecified)	0.2	-0.1	1.0	-1.1	-1.3	-1.9	-2.1	-9.4	-2.5	-4.1	-1.3
O=C(C[C@@H]1C=C[C@H](NC(=O)Cc2ccccn2)[C@@H](CO)O1)NCCc1ccccc1	/	0.8	-0.2	/	-1.3	-6.9	-0.6	-3.2	-14.5	-4.5	-0.5
Cc1ccc(-c2cc(-c3ccccc3)no2)c(O)c1	1.1	6.8*	11.2*	-2.4	3.1*	3.1	-14.6	-32.2	2.6	-26.8	15.9*
Cc1cc(F)ccc1S(=O)(=O)N1CCCOC1CNC(=O)C(=O)NCCN1CCOCC1 (stereo unspecified)	-0.6	-0.1	0.4	0.2	-0.2	-0.1	1.8	-7.2	-5.8	-2.2	-1.7
CCOc1ccc2cc(C(=O)NCc3ccccc3)c(=N)oc2c1	3.2	-0.1	4.7	0.7	-1.3	-107.0	-1.8	-32.1	-315.7	-18.6	0.4
COc1cc(OC)cc(C(=O)NC2CCN(CCCOc3ccccc3)CC2)c1	4.0	0.6	-1.7	-0.6	0.1	-7.2	-4.8	-9.3	-1.3	-0.8	-0.4
Cc1cc2c([nH]c3ccccc32)c2c1OC(C)(C)C=C2	8.2*	4.2*	13.7*	5.0*	1.1*	6.7	-54.1	-0.5	10.1	0.7	2.0
COc1ccccc1CNC(=O)C1CCN(S(=O)(=O)c2ccc3c(c2)C(C)(C)C(=O)N3C)CC1	0.4	-0.8	1.4	0.2	-1.3	0.7	3.5	1.3	-16.5	-1.5	-2.8
COc1ccccc1C(=O)N/C(=C\c1cn(S(=O)(=O)N(C)C)c2ccccc12)C(=O)N1CCOCC1	1.5	0.0	1.4	0.4	-1.0	-3.8	-2.5	-5.8	-3.4	-1.9	0.5
CCOC(=O)c1ccc(CC2SC(N)=NC2=O)cc1 (stereo unspecified)	1.5	-0.1	0.9	-0.7	-1.0	-4.5	2.0	0.0	-11.4	1.4	-0.9
Nc1ccc(Cl)c(S(=O)(=O)Nc2cccc(Cl)c2)c1	1.9	-0.3	0.7	1.9	-0.6	3.9	-0.3	4.1	-1.8	-0.7	0.2
Cc1ccc(NC(=O)c2cccs2)cc1NC(=O)c1ccccc1Cl	3.0	-0.6	-0.9	0.1	-1.1	-1.0	7.2	-8.7	-9.7	-3.5	-0.3
CCCCn1c(N)c(N(CC(C)C)C(=O)c2ccc(S(=O)(=O)N3CCCCC3)cc2)c(=O)[nH]c1=O	0.2	-1.0	1.9	-1.0	-0.8	-8.0	10.8	-3.9	-15.3	-4.0	-0.5
COc1ccc(NC(=O)Cn2ncn3nc(-c4ccc(OC)cc4)cc3c2=O)cc1	1.2	0.0	0.6	0.2	-0.9	-3.0	2.0	-13.6	-9.3	-6.0	2.0
CC(C)NS(=O)(=O)c1ccc(NC(=O)C2CCCCC2)cc1	1.5	-0.5	2.9	-0.4	-1.1	1.4	-8.7	6.4	9.3	7.8	-1.0
C=CC[C@@H](CC(=O)N(CCO)Cc1ccccc1)C(=O)NC[C@@H](OC(=O)[C@@H](CC=C)CC(=O)OC(C)(C)C)c1ccccc1	-6.5	-0.8	-2.1	-1.0	-1.2	4.3	-27.9	4.9	10.0	4.1	-3.1
O=C(COC(=O)c1ccc(O)cc1)NC1CCCCCCC1	0.3	-0.7	1.7	0.1	-1.7	2.1	-13.8	-1.5	-2.4	3.8	0.5
Cn1cccc1/C=N/NC(=O)c1ccco1	1.9	1.0	9.3	1.8	0.4	-2.1	8.4	-10.7	-8.2	-4.4	0.8
COC(=O)c1[nH]c(C)c(/C(O)=C2\C(=O)C(=O)N(CCN(C)C)C2c2cc(OC)ccc2OC)c1C (stereo unspecified)	0.2	-0.1	-1.2	0.2	-0.7	-6.2	-1.0	-4.7	-13.0	-2.1	-2.1
O=C(Nc1ccc(Br)cc1)C1C2C=CC3(O2)C1C(=O)N(CCN1CCOCC1)C3C(=O)NC1CCCCC1 (stereo unspecified)	0.1	0.0	1.6	0.1	-1.0	-1.9	-1.7	-7.9	0.6	-4.0	0.2

# Three of the entries above in order of their number in ssDAF-12 act, ascending:
SMILES,FXN GAA850 act,DAX1 inh-2,DAX1 inh-1,ssDAF-12 act,ADAM17 inh,sPLA2-III inh,PLCb3 inh,ADAM10 inh,PLCg1 inh,hcDAF12 agonist
Cc1ccc(NC(=O)c2cccs2)cc1NC(=O)c1ccccc1Cl,3.0,-0.6,0.1,-1.1,-1.0,7.2,-8.7,-9.7,-3.5,-0.3
COc1ccccc1C(=O)N/C(=C\c1cn(S(=O)(=O)N(C)C)c2ccccc12)C(=O)N1CCOCC1,1.5,0.0,0.4,-1.0,-3.8,-2.5,-5.8,-3.4,-1.9,0.5
COc1ccc(NC(=O)Cn2ncn3nc(-c4ccc(OC)cc4)cc3c2=O)cc1,1.2,0.0,0.2,-0.9,-3.0,2.0,-13.6,-9.3,-6.0,2.0

# Following part
SMILES	FXN GAA850 act	DAX1 inh-2	hgDAF12 agonist	DAX1 inh-1	ssDAF-12 act	ADAM17 inh	sPLA2-III inh	PLCb3 inh	ADAM10 inh	PLCg1 inh	hcDAF12 agonist
CC1CC(C)(C)NC(=S)N1CCC(=O)NCc1ccc(F)cc1 (stereo unspecified)	0.1	0.7	-2.1	-0.2	-1.6	-4.2	6.5	-5.7	3.4	1.7	-0.6
O=C(OCn1ncc(Cl)c(Cl)c1=O)c1ccc(C(F)(F)F)cc1	4.5	-1.1	-2.1	1.4	-1.4	-3.4	2.5	3.7	-2.1	3.2	-1.1
COc1ccc(C(NC(=O)C2CCN(CCOc3ccc(Cl)cc3)CC2)c2cccs2)cc1 (stereo unspecified)	1.2	-0.1	-2.1	/	-0.3	-1.3	-13.0	-0.2	7.5	0.6	-1.2
COCCN(C(=O)CSc1nnc(-c2cccc(F)c2)n1N)c1c(N)n(Cc2ccccc2)c(=O)[nH]c1=O	-1.4	0.1	-1.0	0.1	-0.9	1.7	-5.5	-0.6	1.8	4.7	-0.9
COc1cc(NS(=O)(=O)c2ccc(NC(=S)NC(=O)C3CCCC3)cc2)nc(OC)n1	0.3	0.1	0.5	0.5	-1.7	-2.3	-26.7	0.0	9.8	1.0	-1.0
OCCNCCCCSc1ccc(Cl)cc1	1.0	0.0	4.3	-0.2	-0.7	0.5	0.0	1.3	-4.1	1.4	-0.4
CCC(=O)Nc1ccc(C(=O)n2ccc(C)n2)cc1	0.7	0.1	-0.2	-0.8	-1.0	-2.8	-4.1	0.0	2.2	0.0	-0.5
CC(C)(C)c1ccc(C(=O)N/C(=C\c2cccs2)C(=O)N2CCOCC2)cc1	-1.8	-0.5	0.2	0.2	-1.5	2.5	-0.3	-12.0	-3.1	-5.1	0.7
CCC(CC)C(=O)NCc1ccc(OC)cc1	-0.8	0.7	-0.5	0.0	-0.8	-2.1	6.3	-3.3	10.3	4.6	0.2
C=CCC1(NCc2ccco2)CCN(CC)CC1	-0.2	0.4	-0.5	0.3	-1.4	2.5	1.5	2.2	-1.5	-0.1	0.6
COc1cc(-c2cc(C(=O)Nc3ccc(S(=O)(=O)NCc4ccco4)cc3)c3ccccc3n2)cc(OC)c1OC	-7.3	-3.3	-8.8	-3.4	-2.5	-26.8	-35.5	-456.9	-138.7	-387.2	-2.9
COc1cc(C)c(Cl)cc1S(=O)(=O)N(C)C	1.4	0.3	-0.9	-0.6	-1.8	-5.9	17.4	4.1	-0.4	-3.1	-1.4
C=CCSc1nnc(NC(=O)c2cn(CC)c3nc(C)ccc3c2=O)s1	-0.2	0.2	2.1	-1.2	-0.8	-6.2	0.1	-17.4	-6.1	-4.5	-1.1
O=C(CSc1nnc(-c2ccccc2)n1-c1ccccc1)NN=Cc1ccc(-c2ccccc2)cc1	/	-1.2	4.8	/	-1.1	-3.0	5.3	-3.9	-4.4	0.7	-1.0
CC(C)N=C(Nc1cccnc1)c1ccccc1	-1.0	0.0	-0.5	1.7	-1.2	-15.3	8.0	-2.5	-33.3	-2.2	0.4
